Screening results (PubChem BioAssay)
Y pestis TopoI: inhibitors of Yersinia pestis topoisomerase I | Y. pestis Topo-I cleavage product accumulation, plate reader | activity, % at 10 µM | AID 504884 | actives 0.064% (n = 360,000); in the data active means activity above about 50%, passing the limit was not always enough; inconclusive means no clear call, values can overlap the other calls; further: inactives centre near 2
Mtb BioA inh: BioA (M. tuberculosis) enzyme inhibition. purified M. tuberculosis BioA enzyme, plate reader. inhibition, % at 9.99 µM. actives 0.096% (n = 360,000). AID 602481; in the data active means inhibition above about 40%; inconclusive means no clear call, values can overlap the other calls
FadD28 binding: inhibitors of Mycobacterium tuberculosis FadD28 bisubstrate binding; AID 588549; actives 0.22% (n = 360,000); FadD28 bisubstrate probe binding, fluorescence polarization; inhibition, % at 12.5 µM; in the data active means inhibition above about 8.5%, passing the limit was not always enough; inconclusive means no clear call, values can overlap the other calls
GDH-TPI inh: inhibits GDH-TPI coupling enzymes, artifact for Mtb FBA screen; GDH-TPI coupled enzyme counterscreen, NADH absorbance; inhibition, % at 4.8 µM; AID 588335; actives 1.2% (n = 360,000); in the data active means inhibition above about 30%;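 further: 0% = DMSO wells and 100% = wells lacking the enzyme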
Mtb UGM inh: blocks M. tuberculosis UGM enzyme; P9WIQ1; purified UGM, fluorescence polarization probe displacement; inhibition, % at 10 µM; actives 0.06% (n = 320,000); AID 504406; in the data active means inhibition above about 10%, passing the limit was not always enough; inconclusive means no clear call, values can overlap the other calls
FBA Mtb inh: Mtb fructose-bisphosphate aldolase inhibition; purified M. tuberculosis FBA, fluorescence read-out; AID 588726; actives 2.3% (n = 360,000); inhibition, % at 1 µM; in the data active means inhibition above about 27%;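 further: 0% = vehicle and 100% = reference inhibitor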
PfHsp40 yeast: restores yeast growth despite PfHsp40 toxicity; S. cerevisiae expressing PfHsp40, growth rescue, ATP luminescence; growth rescue, % at 12.5 µM; actives 0.68% (n = 340,000); in the data active means growth rescue above about 28%, passing the limit was not always enough; inconclusive means no clear call, values can overlap the other calls;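 further: yeast W303a lacking pdr1 and pdr3 grown in galactose medium; growth measured after three days at 30 °C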
TcdB GH inh: blocks C. difficile toxin B glycohydrolase activity | actives 0.24% (n = 350,000) | TcdB glycohydrolase enzymatic assay, plate reader | inhibition, % at 9.99 µM | AID 652162; in the data active means inhibition above about 10%
Target sequence (P18177 whole entry, looked up): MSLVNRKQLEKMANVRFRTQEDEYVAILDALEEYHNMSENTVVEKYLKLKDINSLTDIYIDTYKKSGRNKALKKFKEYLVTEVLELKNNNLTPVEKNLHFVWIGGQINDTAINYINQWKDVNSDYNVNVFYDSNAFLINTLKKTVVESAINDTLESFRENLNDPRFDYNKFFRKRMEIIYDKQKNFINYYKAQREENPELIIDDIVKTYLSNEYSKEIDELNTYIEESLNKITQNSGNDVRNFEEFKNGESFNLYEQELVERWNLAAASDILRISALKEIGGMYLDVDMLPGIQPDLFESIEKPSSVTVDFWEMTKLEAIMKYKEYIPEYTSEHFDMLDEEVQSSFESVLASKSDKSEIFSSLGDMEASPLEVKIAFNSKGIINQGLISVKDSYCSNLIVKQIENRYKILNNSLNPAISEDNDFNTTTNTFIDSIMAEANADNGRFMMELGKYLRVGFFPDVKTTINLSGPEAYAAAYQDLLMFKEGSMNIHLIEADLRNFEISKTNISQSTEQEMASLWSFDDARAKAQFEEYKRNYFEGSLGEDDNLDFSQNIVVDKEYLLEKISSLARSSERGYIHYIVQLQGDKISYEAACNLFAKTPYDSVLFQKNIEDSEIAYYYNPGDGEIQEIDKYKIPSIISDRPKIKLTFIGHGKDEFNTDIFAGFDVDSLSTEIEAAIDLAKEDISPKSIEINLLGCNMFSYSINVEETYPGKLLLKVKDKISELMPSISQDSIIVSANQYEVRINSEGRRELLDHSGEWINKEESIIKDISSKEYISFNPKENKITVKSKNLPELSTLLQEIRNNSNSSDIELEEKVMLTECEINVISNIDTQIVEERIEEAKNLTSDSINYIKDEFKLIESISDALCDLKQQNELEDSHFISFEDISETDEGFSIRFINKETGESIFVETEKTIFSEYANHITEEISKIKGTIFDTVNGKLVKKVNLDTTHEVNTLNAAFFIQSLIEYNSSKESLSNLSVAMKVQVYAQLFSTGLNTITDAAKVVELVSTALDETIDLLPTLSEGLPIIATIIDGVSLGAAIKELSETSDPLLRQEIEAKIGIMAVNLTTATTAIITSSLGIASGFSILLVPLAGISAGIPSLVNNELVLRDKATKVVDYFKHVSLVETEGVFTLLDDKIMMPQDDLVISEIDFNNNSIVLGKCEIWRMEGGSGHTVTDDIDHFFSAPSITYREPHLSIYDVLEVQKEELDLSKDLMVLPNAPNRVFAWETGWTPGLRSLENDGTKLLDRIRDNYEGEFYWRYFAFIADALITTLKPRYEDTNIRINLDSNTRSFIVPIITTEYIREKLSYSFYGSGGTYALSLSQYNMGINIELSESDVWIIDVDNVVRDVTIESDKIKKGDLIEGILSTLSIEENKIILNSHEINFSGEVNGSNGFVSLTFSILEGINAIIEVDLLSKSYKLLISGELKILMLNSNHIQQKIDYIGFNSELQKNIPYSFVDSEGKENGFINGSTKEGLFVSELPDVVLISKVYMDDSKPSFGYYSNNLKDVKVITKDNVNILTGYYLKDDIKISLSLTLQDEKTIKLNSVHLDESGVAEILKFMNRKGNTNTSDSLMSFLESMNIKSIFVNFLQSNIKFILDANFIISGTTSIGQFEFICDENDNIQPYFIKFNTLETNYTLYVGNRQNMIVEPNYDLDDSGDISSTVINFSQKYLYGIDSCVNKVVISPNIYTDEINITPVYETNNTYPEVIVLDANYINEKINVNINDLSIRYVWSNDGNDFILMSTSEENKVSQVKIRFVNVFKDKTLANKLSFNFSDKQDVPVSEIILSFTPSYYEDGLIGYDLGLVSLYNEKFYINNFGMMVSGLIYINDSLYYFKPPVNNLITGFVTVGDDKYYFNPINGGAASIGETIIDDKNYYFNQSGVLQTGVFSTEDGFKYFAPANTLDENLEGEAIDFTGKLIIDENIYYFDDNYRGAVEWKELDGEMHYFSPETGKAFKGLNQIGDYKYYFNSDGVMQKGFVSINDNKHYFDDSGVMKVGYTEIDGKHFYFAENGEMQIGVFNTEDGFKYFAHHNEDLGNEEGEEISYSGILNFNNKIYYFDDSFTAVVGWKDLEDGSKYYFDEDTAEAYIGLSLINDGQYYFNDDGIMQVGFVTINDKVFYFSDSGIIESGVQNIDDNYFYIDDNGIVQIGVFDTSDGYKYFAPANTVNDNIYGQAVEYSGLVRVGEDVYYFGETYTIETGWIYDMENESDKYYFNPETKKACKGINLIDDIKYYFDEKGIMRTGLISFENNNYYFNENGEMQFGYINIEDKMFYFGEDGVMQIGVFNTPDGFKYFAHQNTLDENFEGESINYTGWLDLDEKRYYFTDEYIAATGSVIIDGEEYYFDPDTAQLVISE
Vc quorum ag: inducers of Vibrio cholerae quorum light production without autoinducers | activation, % at 18.7 µM | actives 0.16% (n = 350,000) | AID 588436 | V. cholerae BH1578 lux reporter, luminescence, 6 h; in the data active means activation mostly above about 9.7%, no sharp cut-off; inconclusive means no clear call, values can overlap the other calls; inactive means mostly below about 3.7%; further: not every result past the cut was called active; inactives centre near 0; reference of the scale not given here
The depositor's hits bear a star; i = inactive; ? = inconclusive; nt = not tested or not shown.

SMILES	Y pestis TopoI	Mtb BioA inh	FadD28 binding	GDH-TPI inh	Mtb UGM inh	FBA Mtb inh	PfHsp40 yeast	TcdB GH inh	Vc quorum ag
Cc1nc(NCc2ccco2)c(C#N)c2c1COC(C)(C)C2	-5	-0.3	-1.1	12	0.8	19	-1.2	nt	4.2
Cc1ccc(SCCC(=O)N2CCN(S(=O)(=O)c3ccccc3)CC2)cc1	31	-0.7	-2.9	13	0.9	0	3.9	-0.9	i
Cc1ccc(NC(=O)CN2CCC(C(=O)c3ccc4c(c3)OCCO4)CC2)cc1	23	3.0	-0.8	6	1.5	-1	0.5	nt	3.1
COc1ccccc1OCC(=O)NNC(=O)c1ccc2c(=O)n3c(nc2c1)CCC3	5	-0.4	-3.6	-6	0.6	-5	-0.1	1.4	i
CN(C)c1ccc(/C=N/N(Cc2ccccc2)c2ccccc2)cc1	-2	0.8	-1.4	-5	-1.5	-5	18	nt	-0.3
COc1cc(-c2noc(C)c2C#CCO)cc(OC)c1OC	1	-0.5	-3.1	21	1.4	3	-0.1	1.1	-1.0
Cc1ccc(OCCC(=O)OCC(=O)NCCc2ccc(Cl)cc2)cc1	13	0.3	-5.8	5	-2.1	-5	-0.5	0.1	i
COc1ccc(C(C)=O)cc1CSc1nnc(Nc2c(C)cccc2C)s1	43	nt	-4.7	-3	-0.7	-3	0.1	-0.2	i
COc1ccc(-n2c(=O)[nH]c3cc(C(=O)NCCc4ccccc4)ccc3c2=O)cc1OC	22	nt	-4.0	2	6.5	-1	1.4	0.5	-0.8
CCn1c(=O)cc(SCC(=O)N2CCN(c3ccccc3F)CC2)c2ccccc21	41	3.0	-4.1	5	2.1	2	0.3	nt	0.4
CN(/N=C/c1ccccc1Cl)c1ncc(Cl)cc1C(F)(F)F	-5	-0.8	-3.1	-7	-1.3	0	-0.7	0.7	-0.7
CCOc1ccc(NS(=O)(=O)c2ccc(C(=O)NCCCN3CCCC3=O)cc2)cc1	-1	-0.7	-3.7	-2	-0.8	-2	0.8	-1.2	0.5
CCOc1ccc(S(=O)(=O)NCCC(=O)OCC(=O)Nc2cc(C)on2)cc1	3	-1.6	-0.1	9	-0.6	2	-0.3	0.1	-0.3
CC(C)(C)OC(=O)N1CCC(c2c(C(=O)N3CCN(C4CCCCC4)CC3)cnn2-c2ccc(F)cc2)CC1	29	-1.1	-0.7	-5	0.2	-3	0.0	0.3	-0.2
Cc1sc2ncnc(N3CCC(C(=O)NNC(=O)c4ccc(F)cc4)CC3)c2c1C	7	1.6	-2.0	6	4.0	0	0.7	3.4	i
CCOCCCNC(=O)Cn1cc2c(n1)CCCCC2	-10	-1.1	-3.9	-3	2.6	0	-2.0	0.6	-1.4
COc1ccc(CN2CCN(c3ccccc3OC)CC2)cc1OC	0	-0.6	-1.7	7	-0.9	2	-1.5	0.5	-2.3
Cn1c(N)c(C(=O)COC(=O)C2Cc3ccccc3CN2S(C)(=O)=O)c(=O)n(C)c1=O (stereo unspecified)	-11	-3.1	-1.0	13	nt	2	nt	1.4	i
COc1ccccc1-c1c(C)nn2c(N3CCC(C)CC3)cc(C)nc12	9	nt	-1.2	6	1.4	4	-0.2	1.8	i
N=C1N(/N=C/c2ccccc2)C(=Nc2ccccc2)C(=S)N1c1ccccc1	5	nt	-0.7	4	0.6	6	0.5	nt	i
Fc1ccc(/C=N/N2CCCCC2)c(F)c1	1	0.2	-1.5	10	0.0	4	nt	1.8	-0.5
Cc1cccn2c(=O)nc(SCC(=O)NC3CCCCC3)nc12	3	1.0	-2.3	13	1.6	2	-0.2	-6.0	i
Cc1cc([N+](=O)[O-])nn1CCCC(=O)Nc1cccc(Cl)c1Cl	2	0.1	-5.0	-5	1.6	-3	0.0	0.5	-0.2
CCC1(c2ccccc2)NC(=O)N(CC(=O)Nc2cc(S(=O)(=O)N3CCCCCC3)ccc2OC)C1=O (stereo unspecified)	32	-2.3	-8.4	-5	-0.1	0	0.2	-2.2	-0.4
CCOc1ccccc1NC(=O)COC(=O)CN1C(=O)NC(C)(C)C1=O	10	-0.8	0.3	1	0.6	-2	-2.0	-1.5	-1.2

Individual results from above:
`Cc1ccc(SCCC(=O)N2CCN(S(=O)(=O)c3ccccc3)CC2)cc1` in TcdB GH inh = -0.9
`Cc1ccc(OCCC(=O)OCC(=O)NCCc2ccc(Cl)cc2)cc1` in TcdB GH inh = 0.1

Carrying on:
SMILES	Y pestis TopoI	Mtb BioA inh	FadD28 binding	GDH-TPI inh	Mtb UGM inh	FBA Mtb inh	PfHsp40 yeast	TcdB GH inh	Vc quorum ag
COc1ccc(/C=N/NC(=O)CSCC(=O)Nc2ccccc2)cc1	2	nt	-0.9	8	-2.1	0	-0.3	0.2	-0.6
CC(=O)c1ccc(OC2(C)CCN(Cc3ccccc3OC(F)F)C2)cc1 (stereo unspecified)	24	0.3	-0.4	7	nt	1	nt	-0.2	i
CCc1ccccc1NC(=O)Nc1c(C)n(C)n(-c2ccccc2)c1=O	7	-0.2	0.0	6	1.9	-1	-1.3	2.3	i
CCCCSP1(=S)NCCCO1 (stereo unspecified)	-3	-0.4	-1.7	-10	-1.2	-5	1.1	nt	i
COc1cccc(CNc2nc(NCc3ccccc3)nc3ccsc23)c1	-1	-1.0	-8.3	10	nt	1	nt	0.0	-0.8
Cc1ccc(S(=O)(=O)N2Cc3ccccc3CC2C(=O)N(C)C)cc1 (stereo unspecified)	8	0.8	0.6	2	nt	-1	nt	1.9	-0.9
CCN1CC=C2C(C#N)=C(N)C(C#N)(C#N)C(c3cc(Cl)ccc3Cl)C2C1 (stereo unspecified)	2	-1.4	-1.8	14	4.0	33*	-1.6	nt	nt
Cc1ccc(C)c(OCC(=O)Nc2ccccc2C(=O)N2CCN(C)CC2)c1	-9	-1.6	-3.6	4	1.5	1	0.1	0.1	-0.1
O=C(Nc1ccc2ccccc2c1)[C@@H]1C[C@H]1[C@@H](NP(=O)(c1ccccc1)c1ccccc1)c1ccccc1	-2	-1.2	-0.4	15	0.2	-1	-0.4	-0.3	i
COc1ccc(-n2c(CN3CCN(c4ccccc4OC)CC3)nc3ccc([N+](=O)[O-])cc3c2=O)c(OC)c1	16	-0.8	nt	9	nt	-1	-1.0	-1.7	i
Cc1ccc(C)c(N(C)S(=O)(=O)c2ccc3[nH]cc(C(=O)NCCN4CCOCC4)c(=O)c3c2)c1	11	0.1	-8.4	15	1.2	5	-1.6	nt	-0.5
Cc1c(O)ccc2c(CN3CCN(CCO)CC3)cc(=O)oc12	-4	nt	0.4	14	0.5	74*	-1.5	nt	-0.2
S=C(Nc1cccc2ccccc12)NC1CCCCC1	0	-0.1	-0.3	-2	-0.4	3	2.5	0.5	-1.0
O=C(Nc1ccc(OCc2ccccc2)cc1)Nc1nnc([C@H]2C[C@H](O)[C@@H](CO)O2)s1	11	1.8	-1.3	2	nt	-2	nt	0.6	-3.3
O=C(CCC1CCN(C(=O)c2ccco2)CC1)NCc1ccc(F)cc1	4	0.4	-5.7	0	-0.7	-1	-1.0	2.0	i
COC(=O)C1CCN(S(=O)(=O)CCNC(=O)c2ccccc2)CC1	0	-0.6	-1.8	0	nt	-4	nt	-0.8	i
Cc1ccc(S(=O)(=O)NC(=O)NCc2ccccc2)cc1	0	-1.8	1.1	2	-0.4	-3	-2.1	nt	-0.3
CCCCn1c(SCC(=O)c2ccccc2)nc2ccsc2c1=O	36	nt	-2.3	-1	3.4	2	-0.6	-0.4	-1.9
CN(C(=O)COC(=O)c1ccc(Cl)cc1N)C1CCCCC1	14	nt	-1.8	4	0.9	39*	-0.6	-0.5	1.4
COc1cc(NC(=O)CN2C(=O)C(=O)N(C3CCCC3)C2=O)cc(OC)c1	-7	-2.1	nt	6	1.1	5	0.0	0.7	-3.1
COc1ccc(-n2c(CNC(=O)COc3ccc(Cl)cc3Cl)n[nH]c2=S)cc1	-6	nt	-4.7	6	2.4	4	1.3	3.6	i
O=C(Nc1ccc(S(=O)(=O)N2CCCCC2)cc1)c1ccc(CN2CCOCC2)cc1	6	2.2	-2.2	-7	1.7	1	-1.4	nt	i
Cc1ccc(-c2nc(C)sc2CC(=O)Nc2cccc(C)c2C)cc1	18	nt	-3.6	17	-3.8	0	-0.8	nt	i
CC(=O)c1ccc(N2CCN(C(=O)c3ccc(NC(=O)C4CCCO4)cc3)CC2)cc1 (stereo unspecified)	3	6.7	-2.3	26	0.7	4	0.7	nt	-2.9
CC(=O)NN1C(=O)/C(=C/c2ccc(Br)o2)SC1=S	-13	-2.1	?	2	-1.3	-3	-0.9	nt	-3.6

Among those listed so far, these contain a nitro group on carbon.
SMILES	Y pestis TopoI	Mtb BioA inh	FadD28 binding	GDH-TPI inh	Mtb UGM inh	FBA Mtb inh	PfHsp40 yeast	TcdB GH inh	Vc quorum ag
Cc1cc([N+](=O)[O-])nn1CCCC(=O)Nc1cccc(Cl)c1Cl	2	0.1	-5.0	-5	1.6	-3	0.0	0.5	-0.2
COc1ccc(-n2c(CN3CCN(c4ccccc4OC)CC3)nc3ccc([N+](=O)[O-])cc3c2=O)c(OC)c1	16	-0.8	nt	9	nt	-1	-1.0	-1.7	i

Following part:
SMILES	Y pestis TopoI	Mtb BioA inh	FadD28 binding	GDH-TPI inh	Mtb UGM inh	FBA Mtb inh	PfHsp40 yeast	TcdB GH inh	Vc quorum ag
COc1cc(/C=C2\SC(=Nc3ccccc3)NC2=O)cc(Cl)c1O	-13	-13	5.7	2	-19	-11	0.9	-24	-0.3
COc1ccc(NC(=O)COC(=O)c2ccc(S(=O)(=O)N3CCCCC3)cc2)c(OC)c1	2	-0.3	1.1	17	nt	0	nt	-0.8	0.1
C/C(=C\C(=O)Nc1cc(C)on1)c1ccccc1	0	0.7	-0.1	3	0.9	1	1.3	nt	-2.6
Cc1cc(NC(=O)CN2C(=O)NC3(CCCCCC3)C2=O)no1	7	-0.7	1.7	12	1.5	1	-2.9	0.4	i
Cc1ccc(NC(=S)NCc2ccc3c(c2)OCO3)cc1C	6	nt	1.0	-1	-0.9	0	2.6	-0.3	-0.2
CNC(=O)CN(c1cc(OCCOC)c(Cl)cc1Cl)S(=O)(=O)c1ccccc1	-2	nt	0.2	3	1.6	0	0.1	1.3	0.3
Cc1ccc(NC(=O)c2nc[nH]c2C(=O)N2CCCCC2)c(C(=O)c2ccccc2)c1	16	0.1	-2.6	17	nt	-1	-0.3	nt	-3.4
Cc1ccc(SCC(=O)Nc2ccc(S(=O)(=O)Nc3ncccn3)cc2)cc1	0	nt	-1.0	-2	-1.4	1	-0.3	-0.4	-0.7
O=C(CCNC(=O)c1ccccc1)NNC(=O)c1ccccc1Br	-2	-1.4	nt	-5	-1.4	-1	-0.8	1.9	i
COc1cccc(C(=O)NCC(=O)N2CCN(c3ccc(C(F)(F)F)cn3)CC2)c1	11	-0.9	-2.9	0	nt	7	0.4	0.4	-0.7
O=C1C2C3C=CC(C3)C2C(=O)N1CCCCCCN1C(=O)C2C3C=CC(C3)C2C1=O (stereo unspecified)	4	nt	-0.7	9	1.3	0	0.7	0.0	-0.2
O=C(Cc1cccs1)Nn1c(Cc2cccs2)nc2ccccc2c1=O	2	-0.7	-5.8	-2	-0.3	0	1.4	1.0	-0.2
CCCC(=O)Nc1ccc2c(c1)nc(CN1CCN(C(=O)OCC)CC1)n2C	-1	5.1	nt	2	-0.1	0	0.2	0.3	-0.6
CCOC(=O)c1ccc(N2CCN(c3ccccc3F)CC2)c(NC(=O)Nc2ccccc2)c1	-2	-1.5	-1.8	4	3.0	4	-1.1	1.9	-0.6
O=C(COC(=O)c1c(F)cccc1Cl)NC1CCCCC1	2	0.0	0.6	3	nt	-1	-3.1	0.9	i
Cc1nc2ccc(Br)cc2c(-c2ccccc2)c1C(=O)O	7	nt	-1.4	4	5.2	0	0.0	-2.6	i
COCCN1C(=O)c2ccccc2C(C(=O)NCCN(C)C)C1c1ccc(F)cc1 (stereo unspecified)	-2	-2.5	-1.0	4	?	-4	-1.1	nt	i
c1ccc([C@H]2CNCCN2CCc2cccc3ccccc23)cc1	-14	-0.9	-5.9	-4	1.8	4	-1.0	1.5	i
CC1(C)C(=O)OC(c2cccs2)C2(CCCCC2)C1=O (stereo unspecified)	11	-2.2	-4.8	0	-0.3	2	5.6	nt	i
